High-throughput results (PubChem BioAssay)
HIF act – HIF pathway transcriptional activation; U2OS HRE-luciferase reporter, luminescence; normalized: DMSO 0%, desferrioxamine 100%; activation, % at 7.5 µM (by protocol); 0.32% of 300,000 active;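 active means mean activation of at least 10% of the iron chelator positive control signal, with at least half of replicates also reaching 10%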
MrgX1 ag – activates human MrgX1 receptor signaling. MrgX1-HEK293 cells, Fluo-4 calcium fluorescence, agonist mode; stronger effect = higher value. B-score at 10 µM. 0.44% of 310,000 active. AID 588627;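 active means calcium response B-score plate-corrected fluorescence ratio at least 3 library SD, with starting fluorescence B-score inside 5 SD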
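Test system: HEK293 cells stably expressing human MrgX1 receptor; amount: 15,000 cells per well; doses: compound delivered in addition one of three; times: overnight plating before 1 h dye loading; detection: Fluo-4 NW calcium-flux fluorescence, kinetic read; read-out basis: B-scored fluorescence response ratio; controls: positive and negative controls per plate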
MrgX1 allo act – human MrgX1 positive allosteric modulation, primary screen; 0.63% of 310,000 active; B-score at 10 µM; Q96LB2; AID 588675; MrgX1-HEK293, Fluo-4 calcium flux, FDSS; stronger effect = higher value;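 active means plate-corrected calcium response at least 3 library SD above typical, normal starting fluorescence, not activating the receptor alone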;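 further: compound read alongside a low EC10 to EC30 dose of BAM8-22 agonist; peak minus trough fluorescence over baseline measured at the second addition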
TRPC4 PAM – allosterically enhances the mouse TRPC4 cation channel; AID 2227; HEK293 TRPC4beta/mu-opioid, DAMGO EC20, Fluo-4 Ca2+ flux; stronger effect = higher value; B-score at 10 µM; 0.42% of 310,000 active;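 active means B-score of calcium response area above 5 SD of library B-scores, with initial fluorescence ratio within 5 SD of library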;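 further: B-score of integrated fluorescence ratio over time as area under calcium response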
TRPC6 inh – inhibitors of mouse TRPC6 channel; B-score at 10 µM; AID 2553; HEK293-TRPC6, membrane potential dye, ACh-evoked depolarization; stronger effect = lower value; Q61143; 1.1% of 310,000 active;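 active means B-score under library mean minus 3 SD, initial fluorescence not abnormally high, positive integrated signal ratio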;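 further: B-score derived from integrated fluorescence ratio over the kinetic read; more negative B-score means stronger inhibition of depolarization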
Target sequence (Q61143 whole entry, looked up): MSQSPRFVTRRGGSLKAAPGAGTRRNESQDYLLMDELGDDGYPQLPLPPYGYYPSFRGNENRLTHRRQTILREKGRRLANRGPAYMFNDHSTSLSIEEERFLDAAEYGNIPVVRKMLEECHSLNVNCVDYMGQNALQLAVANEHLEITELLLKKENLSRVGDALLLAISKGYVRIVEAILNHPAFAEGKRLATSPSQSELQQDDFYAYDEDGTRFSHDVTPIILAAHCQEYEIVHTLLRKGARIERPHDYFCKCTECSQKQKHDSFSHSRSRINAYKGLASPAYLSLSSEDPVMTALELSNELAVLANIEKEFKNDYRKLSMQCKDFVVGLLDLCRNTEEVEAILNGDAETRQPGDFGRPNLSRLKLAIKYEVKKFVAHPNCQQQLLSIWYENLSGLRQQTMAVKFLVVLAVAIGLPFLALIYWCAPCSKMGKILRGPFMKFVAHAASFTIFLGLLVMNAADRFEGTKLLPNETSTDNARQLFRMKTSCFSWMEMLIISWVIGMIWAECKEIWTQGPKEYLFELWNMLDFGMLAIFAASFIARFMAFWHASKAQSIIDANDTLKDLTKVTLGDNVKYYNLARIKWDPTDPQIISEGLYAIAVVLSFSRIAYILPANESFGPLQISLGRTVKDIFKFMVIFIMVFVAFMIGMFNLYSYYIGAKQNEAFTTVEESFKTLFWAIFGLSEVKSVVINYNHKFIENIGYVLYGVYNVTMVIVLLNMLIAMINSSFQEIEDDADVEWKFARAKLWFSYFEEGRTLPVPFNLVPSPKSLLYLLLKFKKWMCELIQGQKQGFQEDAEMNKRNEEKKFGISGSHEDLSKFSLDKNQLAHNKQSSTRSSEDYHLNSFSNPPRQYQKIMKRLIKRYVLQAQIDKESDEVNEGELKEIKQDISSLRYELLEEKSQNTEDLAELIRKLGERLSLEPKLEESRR
TRPC4 inh – TRPC4 (mouse) channel inhibition; Q9QUQ5; HEK293 TRPC4beta/mu-opioid, DAMGO-evoked Fluo4 calcium flux; stronger effect = lower value; B-score at 10 µM; 0.39% of 300,000 active; AID 2247;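 active means B-score over 3 SD under the library average, no early fluorescence shift, positive overall ratio signal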
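Assay system: HEK293 cells with stable TRPC4beta plus mu-opioid receptor expression; Probe or stimulus: DAMGO in two steps, submaximal then maximal; Dosing: single-point compound dosing; Measured by: Fluo4 calcium-dye fluorescence, kinetic read; Read-out basis: B score from integrated Fluo4 fluorescence ratio.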
TRPC6 activator – activators of mouse TRPC6 channel | Q61143 | HEK293-TRPC6 membrane potential dye fluorescence; stronger effect = higher value | B-score at 10 µM | 0.13% of 310,000 active | AID 2550;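 active means B-score of the integrated fluorescence ratio above library mean plus 3 SD, and starting fluorescence ratio within library mean plus 5 SD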;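 further: higher score means more depolarization so channel activation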
AI-2 QS mod – modulators of Vibrio harveyi AI-2 quorum sensing system. activity change, % at 7.5 µM. AID 2094. Vibrio harveyi JMH597 AI-2 luminescence/OD600 ratio, 9 h; stronger effect = lower value; strain lacks LuxN and CqsS sensors; 0 = neutral-control median. 0.4% of 300,000 active; in the data active means activity change below about -75%, passing the limit was not always enough;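 further: luminescence divided by OD600 gain over 9 h not by final OD600 alone; inactives centre near 13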
PolyA inh – blocks polyadenylation in yeast reporter cells; S. cerevisiae SKY197-pL101 polyadenylation reporter, beta-gal luminescence; efflux-impaired pdr1/pdr3 knockout yeast; score 100 = 6 SD above DMSO; calls only at 12 µM; 0.02% of 300,000 active; AID 1875;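 active means lowest replicate activity score at least 50, where 100 means six control SD above control mean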;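 further: yeast exposed to compound for 9 h at 30 °C; higher score means more reporter readthrough which indicates perturbed polyadenylation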
MrgX1 antag – antagonists of human MrgX1 receptor; 1.3% of 310,000 active; AID 588676; MRGX1-HEK293 calcium flux, Fluo-4, BAM8-22 antagonism; stronger effect = lower value; B-score at 10 µM;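 active means calcium-response B-score plate-corrected more than 3 library SD below zero, starting fluorescence within 5 deviations, no agonist response on first addition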;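 further: peak minus trough fluorescence over baseline after final BAM8-22 challenge near maximal dose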
TRPC4 act – activators of mouse TRPC4 channel; HEK293 TRPC4beta/mu-opioid, Fluo4 calcium fluorescence; stronger effect = higher value; 0.49% of 310,000 active; B-score at 10 µM; AID 2237; Q9QUQ5;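 active means B-score above 5 SD of library B-scores, and initial fluorescence ratio not above library mean plus 5 SD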;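 further: positive B-score marks a calcium rise read as TRPC4 activation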
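Assay system: HEK293 stable line with TRPC4beta plus mu-opioid receptor. Times: dye 45 min RT, read 110 s. Measured by: kinetic Fluo4 calcium fluorescence. Measure: B score of integrated ratio. Controls: assay buffer as low control, maximal DAMGO as high control.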
* hit, by the source's call; i = inactive; / = no result given. Some of the compounds tested. The share of hits here may be higher or lower than overall.

SMILES	HIF act	MrgX1 ag	MrgX1 allo act	TRPC4 PAM	TRPC6 inh	TRPC4 inh	TRPC6 activator	AI-2 QS mod	PolyA inh	MrgX1 antag	TRPC4 act
CCCCOP(=O)(CN1CCOCC1)OCCCC	-0.1	i	i	i	i	i	i	12	i	i	i
CN(C)C1(c2nnnn2CCOC(=O)Nc2ccc(Cl)cc2)CCCCC1	0.0	i	i	i	i	i	i	22	i	i	i
O=C(O)Cn1cc(C(=O)c2ccccc2F)c2ccccc21	-0.2	i	i	i	i	i	i	8	i	i	i
Cc1nc2ccc(Cl)cc2c(=O)n1-c1ccc([N+](=O)[O-])cc1	0.2	i	i	i	i	i	i	7	i	i	i
Cc1cc(OCC(=O)N2CCC(C(=O)O)CC2)c2c3c(c(=O)oc2c1)CCC3	0.3	i	i	i	i	i	i	9	i	i	i
CC(C)n1cc(C(=O)N(CC(=O)NC2CCCC2)Cc2ccccc2)cn1	-0.2	i	i	i	i	i	i	9	i	i	i
Cc1csc(=N)n1Cc1ccccc1	0.1	i	i	i	i	i	i	-2	i	i	i
Cc1ccc2c(c1)C1CN(C)CCC1N2C(=O)c1cn(-c2ccccc2)nc1-c1ccccc1 (centres undefined)	-0.7	i	i	23*	i	i	i	13	i	i	i
Cc1ccc2c(c1)C1CN(C)CCC1N2C(=O)Cc1cccs1 (centres undefined)	0.2	i	i	i	i	i	i	27	i	i	i
N#CCP(=S)(c1ccccc1)c1ccccc1	-0.4	i	i	i	i	i	i	13	i	i	i
COc1cccc(NP(=O)(Oc2ccccc2)Oc2ccccc2)c1	0.3	i	i	i	i	i	i	7	i	i	i
COc1cccc(CCNCc2ccc(SC)cc2)c1	-2.5	i	i	i	i	i	i	5	i	i	i
C[n+]1c2ccccc2nc2ccc(NCCO)cc21	-28	i	i	i	-7.4*	i	i	25	i	i	i
O=C(CN1CCCCC1)c1ccccc1Cl	0.2	i	i	i	i	i	i	24	i	i	i
O=[N+]([O-])c1cccnc1N1CCCNCC1	2.3	i	i	i	i	i	i	3	i	i	i
CCCCC(CC)COCCCN=Cc1c(O)[nH]c(=S)[nH]c1=O (centres undefined)	-0.2	i	i	i	i	i	i	19	i	i	i
O=C(CCNS(=O)(=O)c1ccccc1)Nc1ccc(Cl)cc1C(=O)c1ccccc1	0.0	i	i	i	i	i	i	13	i	i	i
O=C(O)COc1ccccc1/C=C1\C(=O)NC(=O)N(CCC2=CCCCC2)C1=O	0.3	i	i	i	i	i	i	41	i	i	i
CN1CCN(C(=O)Cc2nc3ccccc3[nH]2)CC1	/	i	i	i	i	i	i	15	i	i	i
O=C(NC12CC3CC(CC(C3)C1)C2)OC1CN2CCC1CC2 (centres undefined)	0.2	i	i	i	i	i	i	2	i	i	i

4 compounds from above with just HIF act, TRPC6 inh and TRPC4 inh.
SMILES	HIF act	TRPC6 inh	TRPC4 inh
Cc1cc(OCC(=O)N2CCC(C(=O)O)CC2)c2c3c(c(=O)oc2c1)CCC3	0.3	i	i
CC(C)n1cc(C(=O)N(CC(=O)NC2CCCC2)Cc2ccccc2)cn1	-0.2	i	i
Cc1csc(=N)n1Cc1ccccc1	0.1	i	i
Cc1ccc2c(c1)C1CN(C)CCC1N2C(=O)c1cn(-c2ccccc2)nc1-c1ccccc1 (centres undefined)	-0.7	i	i

(continued)
SMILES	HIF act	MrgX1 ag	MrgX1 allo act	TRPC4 PAM	TRPC6 inh	TRPC4 inh	TRPC6 activator	AI-2 QS mod	PolyA inh	MrgX1 antag	TRPC4 act
CCCCCCn1c(=O)c(C(=O)Nc2cccc(C)n2)c(O)c2ccccc21	-6.3	i	i	i	i	i	i	0	i	i	i
CN1C(=O)N(C)C(=O)C(CCc2ccncc2)(CCc2ccncc2)C1=O	-0.5	i	i	i	i	i	i	13	i	i	i
Cc1sc2ncn(CC(=O)N3CCC4(CC3)OCCO4)c(=O)c2c1C	0.1	i	i	i	i	i	i	23	i	i	i
Cc1ccc2nc(-c3ccncc3)cc(C(=O)N3CCC4(CC3)OCCO4)c2c1	0.2	i	i	i	i	i	i	17	i	i	i
O=C(c1cc2cc(F)ccc2[nH]1)N1CCC2(CC1)OCCO2	1.4	i	i	i	i	i	i	-56	i	i	i
COC12C(COC(N)=O)C3=C(C(=O)C(C)=C(N)C3=O)N1CC1C2N1C (centres undefined)	2.6	i	i	i	i	i	i	-43	i	i	i
O=C(O)CCn1cc(C=C2C(=O)NC(=S)NC2=O)c(-c2ccccc2)n1	0.1	i	i	i	i	i	i	15	i	i	i
COc1ccc(C(C)=O)cc1CC(C(=O)c1ccc(Br)cc1)N(C)C (centres undefined)	0.0	i	i	i	i	i	i	-4	i	i	i
CC(C)(C)c1ccc(CN2C(=O)CN=C(c3ccccc3)c3ccccc32)cc1	0.0	i	i	i	i	i	i	0	i	i	i
CCOc1ccc2oc(C(=O)NN3C(C)CCCC3C)c(C)c2c1 (centres undefined)	0.3	i	i	i	i	i	i	10	i	i	i
COc1cc(C(c2c(O)c3ccccc3oc2=O)c2c(C)n(C)n(-c3ccccc3)c2=O)ccc1O (centres undefined)	-0.3	i	i	i	i	i	i	13	i	i	i
O=C1NC(=O)C(CCc2ccncc2)(CCc2ccncc2)C(=O)N1Cc1ccccc1	-0.1	i	i	i	i	i	i	-1	i	i	i
CCn1c(=O)cc(SCC(=O)N2CCC3(CC2)OCCO3)c2ccccc21	0.1	i	i	i	i	i	i	3	i	i	i
Cc1ccc(CN2C(=O)CN=C(c3ccccc3)c3ccccc32)cc1	0.5	i	i	i	i	i	i	20	i	i	i
O=C(c1cc(C(=O)NCc2ccccc2)c(=O)n(Cc2ccccc2)c1)c1cc(Br)ccc1O	-0.9	i	i	i	i	i	i	10	i	i	i
Cc1cc(C=C2C(=O)NC(=O)NC2=O)c(C)n1-c1cccnc1	-0.2	i	i	i	i	i	i	21	i	i	i
Cc1nn(C2CCOC(C)(C)C2)c2c1C(c1ccc3c(c1)OCO3)SCC(=O)N2 (centres undefined)	-0.1	i	i	i	i	i	i	5	i	i	i
O=C(c1ccc2c3c(cccc13)CC2)C1CCCN(Cc2ncc[nH]2)C1 (centres undefined)	-0.4	i	i	i	i	i	i	10	i	-4.7*	46*
CCN1CCN(c2ccc([N+](=O)[O-])cc2C#N)CC1	-0.1	i	i	i	i	i	i	2	i	i	i
COC(=O)C1C(OC(=O)c2ccccc2)CC2CCC1N2C (centres undefined)	0.1	i	i	i	i	i	i	6	/	i	i
CCCCn1c(O)c(C(=O)/C=C/c2ccc3c(c2)OCO3)c(=O)[nH]c1=O	-0.2	i	i	i	i	i	i	/	i	i	i
BrCC1C[n+]2c(SCc3ccccc3)nc3sc4c(c3c2O1)CCCC4 (centres undefined)	-0.1	i	i	i	i	i	i	57	i	i	i
Cc1ccc(N2C(=O)NC(=O)/C(=C\C=C\c3ccco3)C2=O)cc1	2.3	i	i	i	i	i	i	36	i	i	i
Cc1ccc2c(c1)CC1(CN2C)C(=O)NC(=O)N(c2cc(C)ccc2C)C1=O (centres undefined)	0.3	i	i	i	i	i	i	14	/	i	i
Cn1c2ccccc2c2c(C(=O)N3CCC4(CC3)OCCO4)cn(C3CCCCC3)c(=O)c21	-0.3	i	i	i	i	i	i	5	i	i	i
CCOc1ccc(C2CC(c3c(O)n(C)c(=O)n(C)c3=O)=NN2)cc1 (centres undefined)	0.0	i	i	i	i	i	i	22	i	i	i
Cc1ccccc1N1C(=O)CC(=O)NC1=O	0.3	i	i	i	i	i	i	13	i	i	i
CC(=O)Nc1cc(C(=O)N2CCC3(CC2)OCCO3)ccc1S(=O)(=O)c1ccc(Cl)cc1	-0.2	i	i	i	i	i	i	12	i	i	i
Cc1cccc(NC(=O)CSc2nnc([C@@H](N)Cc3c[nH]c4ccccc34)o2)c1C	-0.7	i	i	i	i	i	i	23	i	i	i
NCCCC(=O)OC1N=C(c2ccccc2Cl)c2cc(Br)ccc2NC1=O (centres undefined)	-0.3	i	i	i	i	i	i	19	i	i	i
COc1cccc(OC)c1C1=NCC(=O)Nc2c1oc1ccc(Br)cc21	1.2	i	i	i	i	i	i	9	i	i	i
O=c1[nH]c(=S)[nH]c(O)c1N=Nc1cccc(S(=O)(=O)N2CCOCC2)c1	-0.8	i	i	i	i	i	i	34	i	i	i
CCC(C(=O)N1C[C@H]2C[C@@H](C1)c1cccc(=O)n1C2)c1ccccc1 (some centres undefined)	0.3	i	i	i	i	i	i	16	i	i	i
Fc1ccc(C(OCCN2CCCC2)c2ccc(Br)cc2)cc1 (centres undefined)	-0.5	i	i	i	i	i	i	17	i	i	i
CCCC[N+]12CCC(CC1)C(=C(c1ccccc1)c1ccccc1)C2	1.0	i	i	i	i	i	i	20	i	i	i
Fc1ccc(CCNCc2ccccc2Cl)cc1	0.5	i	i	i	i	i	i	15	i	i	i
COc1ccc(CC(=O)Nc2ccc(C#N)c(Cl)c2)cc1S(=O)(=O)N1CCOCC1	-0.5	i	i	i	i	i	i	7	i	i	i
O=P(/C(=N/O)N1CCOCC1)(N1CCOCC1)N1CCOCC1	0.4	i	i	i	i	i	i	11	i	i	i
CCOCCCN=Cc1c(O)n(Cc2ccccc2)c(=O)[nH]c1=O	1.5	i	i	i	i	i	i	19	i	i	i
O=C1NC(c2cccnc2)Nc2sc3c(c21)CCCC3 (centres undefined)	1.4	i	i	i	i	i	i	24	i	i	i
CN1CCC(OC(=O)Cc2ccccc2)CC1	0.2	i	i	i	i	i	i	10	i	i	i
O=C(N/N=C/c1c(O)n(Cc2ccc(F)cc2)c(=O)[nH]c1=O)c1ccccc1	0.5	i	i	i	i	i	i	33	i	i	i
O=C1NC(=O)N(c2ccccc2)C(=O)/C1=C/c1ccoc1	0.5	i	i	i	i	i	i	17	/	i	i
C/C(=N\N1CCN(C)CC1)c1c(O)[nH]c(=O)[nH]c1=O	-1.5	i	i	i	i	i	i	23	i	i	i
CC(=NCc1ccco1)c1c(O)n(Cc2ccccc2)c(=O)[nH]c1=O	-0.1	i	i	i	i	i	i	-4	i	i	i
